Compound activity from PubChem BioAssay.
phage Ecoli inh: E. coli growth loss with phage present. growth absorbance. inhibition, % at 11.9 µM. 360,000 tested, 0.26% active. AID 651602; in the data active = inhibition above about 11%
PfHsp90 set2: inhibits growth of yeast expressing Plasmodium falciparum Hsp90 | S. cerevisiae expressing PfHsp90, BacTiter-Glo ATP, 48 h; yeast lacking PDR1 and PDR3 efflux regulators | inhibition, % at 9.4 µM | 310,000 tested, 0.32% active | AID 504621;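 active = every replicate shows inhibition above about 80%, whatever the replicate mean, limit read from the data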;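 note: 0% = DMSO neutral controls and 100% = 20 µM radicicol positive controls; yeast relying on Plasmodium falciparum Hsp90 in place of its own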
DSG3 Ab inh: inhibitors of pemphigus antibody binding to human desmoglein-3 | P32926 | DSG3-coupled beads, scFv-anti-DSG3-GFP binding, flow cytometry; stronger effect = lower value | binding (percent of control), % at 10 µM | 310,000 tested, 0.48% active;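 active = binding more than 3 SD below its plate's average and above zero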;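 note: hits lower antibody fragment binding to DSG3; some compounds called inactive have numbers as strong as hits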
Mot1-301 SUMO: blocks SUMOylation pathway, rescuing yeast Mot1-301 growth; S. cerevisiae Mot1-301 growth rescue, ATP luminescence, 38.5C; percent above DMSO median, 100 means doubled; growth rescue, % at 18.8 µM; 320,000 tested, 1% active; AID 2716;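 active = every valid replicate shows activation above 250% relative to neutral control wells; inactive = the rest, any valid replicate at or below 250%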;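 note: OY570 slx delta 5 strain wells were the positive control but not used for scaling; some compounds called inactive have numbers as strong as hits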
PKA-R1A act: activates the PKA-R1A holoenzyme complex | AID 504707 | activation, % at 11.4 µM | 340,000 tested, 0.083% active | PKA-R1A dissociation, Cy5-IP20 fluorescence polarization; scaled: DMSO 0%, 113 µM cGMP 100%;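 active = percent activation above the mean of all tested compounds plus 3 SD, cut at about 19% in these data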;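 note: higher means more PKAc released from R1A so a rise in polarization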
MOR-DOR ag: OPRM1-OPRD1 heterodimerization agonism | P35372+P41143 | cells, luminescence | activation, % at 9.3 µM | 340,000 tested, 0.3% active | AID 504326; in the data active = activation above about 18%;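 note: 0% = vehicle-treated cells and 100% = reference agonist; values of inactives mirror those of a sister screen read the other way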
Target sequence (P35372 whole entry, looked up): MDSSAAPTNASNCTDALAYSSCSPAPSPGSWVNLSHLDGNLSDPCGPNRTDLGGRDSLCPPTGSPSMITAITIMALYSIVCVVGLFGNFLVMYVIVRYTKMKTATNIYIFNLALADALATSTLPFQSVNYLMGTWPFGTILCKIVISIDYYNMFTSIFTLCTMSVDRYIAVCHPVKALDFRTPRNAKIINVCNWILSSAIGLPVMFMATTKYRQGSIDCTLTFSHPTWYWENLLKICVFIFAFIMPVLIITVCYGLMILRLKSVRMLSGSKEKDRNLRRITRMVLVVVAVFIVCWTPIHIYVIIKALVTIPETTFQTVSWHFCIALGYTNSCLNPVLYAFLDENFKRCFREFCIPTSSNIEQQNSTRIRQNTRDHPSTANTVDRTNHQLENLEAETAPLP
Target sequence (P41143 whole entry, looked up): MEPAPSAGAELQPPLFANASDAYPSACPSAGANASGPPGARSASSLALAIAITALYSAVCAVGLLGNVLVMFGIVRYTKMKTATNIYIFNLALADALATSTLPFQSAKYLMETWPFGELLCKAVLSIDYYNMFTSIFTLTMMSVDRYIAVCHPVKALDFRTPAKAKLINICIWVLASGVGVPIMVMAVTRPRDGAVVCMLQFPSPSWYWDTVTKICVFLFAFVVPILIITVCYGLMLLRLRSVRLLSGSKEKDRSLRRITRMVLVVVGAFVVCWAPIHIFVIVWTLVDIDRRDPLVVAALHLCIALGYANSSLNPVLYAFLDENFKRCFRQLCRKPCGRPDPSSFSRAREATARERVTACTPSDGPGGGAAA
Tat transport: inhibitors of E. coli Tat protein transport | E. coli MC4100 TorA-mCherry Tat export, fluorescence | inhibition, % at 10 µM | 340,000 tested, 0.036% active;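 active = mean replicate inhibition at least 50% and at least half of replicates individually reaching 50%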;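 note: exported cargo escapes ClpAP degradation while cytoplasmic cargo is degraded and loses fluorescence; 0% = median of neutral control wells and 100% = median of NaSCN control wells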
Arrestin-AP2 inh: blocks beta-arrestin peptide binding to AP2 adaptin; FITC-arrestin peptide / GST-AP2 beads, flow cytometry; AP2 beta2 appendage carries R879A mutation; inhibition, % at 10 µM; 340,000 tested, 0.31% active; AID 504490;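 active = inhibition above a set limit, near 3 SD of compounds lacking own fluorescence, cut at about 54% in these data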;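 note: plate controls were DMSO wells for no effect and 5 µM unlabelled arrestin peptide for full effect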
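test system = AP2 appendage R879A on GSH beads | buffer or medium = PBS plus Tween 20 (0.05%) and BSA (0.1%) | incubation = 12 min plus 1 h, RT | detection = bead flow cytometry, FITC channel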
E coli growth: reduces bacterial viability in AddAB counter-screen; E. coli V3065 growth, OD600 absorbance, 18 h; inhibition, % at 11.9 µM; 330,000 tested, 0.27% active;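 active = inhibition above the campaign's mean inhibition across all tested compounds plus 3 SD, cut at about 9.9% in these data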;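 note: uninfected addAB+ strain grown without phage in ampicillin broth; 0% = DMSO wells and 100% = ciprofloxacin 0.95 µg/ml wells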
OPRM1-OPRD1 inv: inverse agonists of human mu-delta opioid receptor heterodimerization; P35372+P41143; 340,000 tested, 0.21% active; inhibition, % at 9.3 µM; cell-based MOR-DOR heterodimer luminescence, inverse agonism; AID 504357; in the data active = inhibition above about 22%, passing the limit was not always enough;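 note: 0% = cells with DMSO and 100% = wells without cells with DMSO; values of inactives mirror those of a sister screen read the other way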
AddAB inh: less growth of phage-infected E. coli with AddAB | inhibition, % at 11.9 µM | 330,000 tested, 0.29% active | E. coli expressing H. pylori AddAB, absorbance growth; in the data active = inhibition above about 12%;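 note: 0% = vehicle wells of infected cells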
Numbers without * were called inactive; · = not tested or not shown. Outcome played no part in choosing rows; any-hit rate near 2.8%.

The opening 6 records (preview)
SMILES	phage Ecoli inh	PfHsp90 set2	DSG3 Ab inh	Mot1-301 SUMO	PKA-R1A act	MOR-DOR ag	Tat transport	Arrestin-AP2 inh	E coli growth	OPRM1-OPRD1 inv	AddAB inh
O=C(C[C@H]1C[C@H](C(=O)N2CCCCC2)[C@@]2(CCc3ccccc3)c3[nH]c4cc(-c5ccco5)ccc4c3CCN2C1=O)NCc1cccc(C(F)(F)F)c1	1.9	11.1	104.0	·	-7.4	-0.9	-5.9	-2.7	-1.2	4.8	-1.7
CCOCCCn1c(=S)[nH]c2cc(C(=O)NCC(OC)OC)ccc2c1=O	3.2	·	115.0	-0.9	-9.3	-1.6	-8.9	1.6	-0.2	7.7	5.5
N#C/C(=C\c1c[nH]c2ccccc12)C(=O)Nc1ncc(Cc2ccc(Cl)cc2Cl)s1	2.5	-19.1	95.7	-0.1	4.0	-0.5	5.7	-1.5	0.3	2.4	1.6
COc1cccc(-c2cc(C(=O)Nc3ccccc3)c3ccccc3n2)c1	2.3	·	110.0	-20.8	·	·	·	52.5	-2.1	·	0.0
CCCCn1c(SCC(=O)NCc2ccco2)nnc1-c1ccoc1C	3.4	-1.4	105.3	244.8	9.6	-0.9	-8.9	30.6	1.8	5.2	2.2
COC(=O)CSc1nnc(SCc2ccccc2)s1	0.8	-15.9	99.6	-14.7	-1.5	2.0	-3.4	-3.6	0.1	-12.2	1.8

The whole of this part, repeating the preview:
SMILES	phage Ecoli inh	PfHsp90 set2	DSG3 Ab inh	Mot1-301 SUMO	PKA-R1A act	MOR-DOR ag	Tat transport	Arrestin-AP2 inh	E coli growth	OPRM1-OPRD1 inv	AddAB inh
O=C(C[C@H]1C[C@H](C(=O)N2CCCCC2)[C@@]2(CCc3ccccc3)c3[nH]c4cc(-c5ccco5)ccc4c3CCN2C1=O)NCc1cccc(C(F)(F)F)c1	1.9	11.1	104.0	·	-7.4	-0.9	-5.9	-2.7	-1.2	4.8	-1.7
CCOCCCn1c(=S)[nH]c2cc(C(=O)NCC(OC)OC)ccc2c1=O	3.2	·	115.0	-0.9	-9.3	-1.6	-8.9	1.6	-0.2	7.7	5.5
N#C/C(=C\c1c[nH]c2ccccc12)C(=O)Nc1ncc(Cc2ccc(Cl)cc2Cl)s1	2.5	-19.1	95.7	-0.1	4.0	-0.5	5.7	-1.5	0.3	2.4	1.6
COc1cccc(-c2cc(C(=O)Nc3ccccc3)c3ccccc3n2)c1	2.3	·	110.0	-20.8	·	·	·	52.5	-2.1	·	0.0
CCCCn1c(SCC(=O)NCc2ccco2)nnc1-c1ccoc1C	3.4	-1.4	105.3	244.8	9.6	-0.9	-8.9	30.6	1.8	5.2	2.2
COC(=O)CSc1nnc(SCc2ccccc2)s1	0.8	-15.9	99.6	-14.7	-1.5	2.0	-3.4	-3.6	0.1	-12.2	1.8
COc1ccc(CCNC(=O)c2cccnc2)cc1OC	0.5	-9.7	112.3	-4.7	-4.5	2.7	2.5	-0.9	1.3	-14.8	1.4
CC(C)(C)C(=O)Nc1ccc(/C=C/C(=O)c2ccco2)cc1	1.6	4.3	119.4	-4.3	-4.8	-2.5	-4.6	-1.9	-1.6	12.2	-0.4
CC(=O)n1cc(/C=N/NC(=O)c2ccccc2Cl)c2ccccc21	·	-7.2	97.0	-10.4	-14.4	0.0	-11.5	-19.3	1.6	0.1	-0.7
CCc1[nH]nc(C(=O)N2CCCC(C(=O)c3cccc(OC(C)C)c3)C2)c1C (centres undefined)	1.2	-18.8	108.1	7.5	-6.8	3.7	-1.4	4.1	1.3	-18.4	-0.9
COc1ccc(NC(=O)CS(=O)CC(=O)Nc2ccc(OC)c(OC)c2)cc1 (centres undefined)	4.0	·	101.2	2.7	3.2	-1.7	22.8	8.2	-2.1	8.6	-1.0
Cc1cnn(C(=O)c2cc(-c3ccccn3)nc3ccc(Cl)cc23)c1	0.3	2.9	108.0	65.8	0.4	-2.3	-0.7	-2.6	-3.1	11.0	-2.4
COn1c(-c2ccccc2)nc2c1CCc1c-2no[n+]1[O-]	4.2	·	107.7	3.7	3.6	-1.1	-0.4	-9.7	1.4	5.2	3.2
O=C(NCC1CCCO1)C1CCN(C2CCN(Cc3ccco3)CC2)CC1 (centres undefined)	1.8	-15.4	90.2	12.7	-12.4	1.4	-7.9	0.3	-0.8	-9.9	0.4
Cc1cc(Br)c(S(=O)(=O)NCc2cccnc2)cc1C	1.8	-15.8	114.1	8.4	0.8	-0.9	-11.5	-14.3	-1.2	4.3	3.4
CCC(C)(C)NC(=O)C(c1ccncc1)N(C(=O)Cn1nnc2ccccc21)c1cc2c(cc1C(C)=O)OCO2 (centres undefined)	4.1	-3.2	84.2*	-7.7	3.6	-1.1	1.4	-3.6	0.7	5.2	2.1
COCCCNC(=O)NC(=O)c1ccccc1	1.6	8.9	102.0	-7.5	0.1	-0.8	4.6	-5.4	0.1	4.8	1.9
Cc1ccc(C(=O)N2CCN(S(=O)(=O)c3ccc(C)cc3)CC2)cc1	4.4	-3.1	100.9	-1.3	-8.8	0.8	26.8	-6.5	-0.7	-4.2	0.6
O=C(NCc1cccs1)c1cc(-c2cccc(Cl)c2)on1	6.7	·	98.3	4.5	-5.3	3.3	-4.2	13.2	3.2	-16.7	4.4
CCCCCCOc1ccc(OC(=O)c2ccncc2)cc1	1.1	5.0	80.1	21.3	-8.9	1.2	8.3	-7.8	-1.4	-6.7	-0.7
O=C(COC(=O)c1ccc(S(=O)(=O)C(F)F)cc1)NC(=O)NC1CCCCC1	2.1	4.1	102.7	5.4	-7.9	3.3	1.7	42.4	1.5	-15.9	0.7
C=CCN1C(=O)c2ccc(C(=O)N3CCN(S(=O)(=O)c4cccc(Cl)c4)CC3)cc2C1=O	1.0	·	·	-11.3	-6.7	-1.0	6.5	6.2	-0.4	5.7	-1.8
O=C(O)CCCC(=O)N1N=C(c2ccccc2)CC1c1ccc2nccnc2c1 (centres undefined)	-0.1	-19.8	100.2	0.4	1.3	-0.4	-9.1	10.7	-0.1	2.0	-0.7
CCOC(=O)C1=C(C)Nc2ncnn2C1c1cc(OC)ccc1OC (centres undefined)	-1.6	5.9	101.8	-1.0	3.5	-2.6	-1.9	-13.1	0.7	15.1	-1.3
CC1=NN(C(N)=S)C(C)(C)C1	1.8	7.4	106.6	6.4	-3.9	-1.2	-0.6	-2.4	1.7	6.1	8.9
C=CCn1c(O)c(N=Nc2ccccc2)c2ccccc21	3.6	4.5	94.7	-11.3	4.7	-4.2	-0.8	-3.5	-3.8	20.9	-1.5
COc1cc2sc(-c3ccc(S(C)(=O)=O)cc3)c(C(=O)NCc3ccc(C)o3)c2cc1OC	3.8	11.9	100.0	0.5	-2.3	-2.0	-7.9	13.2	-1.8	9.1	-0.4
CCOc1ccc(CCNC(=O)Cc2ccc(NC(=O)C3=C(C)OCCS3)cc2)cc1	-1.1	14.5	104.3	-4.1	0.5	-3.5	2.7	27.7	-2.0	18.4	5.0
CS(=O)(=O)c1ccc(-c2nnn(CC(=O)Nc3ccc4c(c3)OCCO4)n2)cc1	2.0	-19.8	92.6	5.1	-5.9	-1.6	3.8	2.7	-3.0	10.2	2.6
O=C(CNC(=O)c1ccccc1F)N/N=C/c1ccc2c(c1)OCO2	2.8	-9.0	·	-12.6	-5.2	-1.6	-4.5	22.4	-0.3	10.0	3.4
CCCc1ccc(C2=Nn3c(nnc3C(C)C)SC2)cc1	·	11.7	84.1	8.8	-2.4	-0.1	3.2	21.5	-3.9	0.3	-1.1
Cc1ccc(OCC(=O)NCCCNC(=O)c2cccnc2)cc1	0.5	2.6	108.4	-9.6	-6.2	1.4	1.6	3.5	1.1	-9.9	1.5
CCOc1cc(/C=N/O)ccc1OS(=O)(=O)c1ccc(C)cc1	2.5	-11.0	101.8	17.5	0.8	2.6	-7.1	15.5	-1.7	-15.8	-0.9
O=C(Nc1nnc(-c2ccccc2Cl)o1)c1ccco1	-1.4	21.5	94.8	17.3	-0.1	0.0	-5.5	7.3	-1.7	0.2	-0.9
COc1cc2c(cc1OC)[C@@H](NC(=O)CCc1ccccc1)[C@H](OCc1ccccc1)C2	2.0	-3.7	99.8	·	-6.6	-2.6	3.6	3.9	1.8	12.8	-2.0
COc1ccc(/C=C2/C(=O)N(c3ccccc3)N=C2C)cc1OC	0.9	5.5	108.5	59.2	2.6	0.6	-1.3	25.5	·	-3.1	·
CN(c1ccccc1)c1nc(N)c([N+](=O)[O-])c(N2CCOCC2)n1	2.2	-5.3	112.0	2.1	-11.2	-3.4	-2.2	-19.9	-0.7	17.6	2.6
O=C1CSC(c2ccc([N+](=O)[O-])cc2)N1c1ccc(O)cc1 (centres undefined)	1.1	-49.4	90.0	-10.9	-1.6	-3.0	-1.1	8.2	0.4	13.6	-1.2
CSc1ccc(/C=C(\C#N)C(=O)NC2CCCCC2C)cc1 (centres undefined)	5.8	9.2	105.8	1.9	-5.9	0.1	19.3	-6.3	0.4	-0.3	2.7
Cc1occc1-c1nnc(SCC(=O)Nc2c(F)cccc2F)n1C	-0.5	·	104.2	29.5	-5.3	-1.9	10.0	27.2	0.3	10.3	1.7
COCCNC(=O)CSc1nc2cc3c(cc2c(=O)n1CCCC(=O)NCc1ccc(OC)cc1)OCO3	-0.3	7.0	·	1.2	-3.9	-2.0	1.7	35.4	-0.7	8.9	1.1
CCOC(=O)N1CCN(CC(=O)c2c(C)[nH]c3ccccc23)CC1	1.9	4.2	110.1	6.3	5.7	-0.1	-6.1	-7.3	-1.7	0.3	2.1
Cc1cn(C2OC(CC(=O)Oc3ccccc3)C(O)C2O)c(=O)[nH]c1=O (centres undefined)	-0.9	-16.2	110.1	-1.5	1.8	0.0	-5.6	2.6	-2.2	0.1	-0.1
CN(C(=O)c1ccccc1C(=O)OCC(=O)Nc1ccccc1)c1ccccc1	1.9	-6.7	83.8	0.6	-8.4	-1.3	0.2	28.2	-0.7	5.0	0.9
COc1ccc(C(=O)N2N=C(c3ccc(NS(C)(=O)=O)cc3)CC2c2cccs2)cc1 (centres undefined)	-2.2	10.0	104.5	19.9	-17.3	-4.1	-4.6	22.1	-0.3	18.4	2.5
c1ccc(Oc2cccc3cccnc23)nc1	1.5	17.2	·	-11.6	-5.8	-5.3	6.3	7.4	-0.9	25.9	1.3
COc1ccc(CNC(=O)C(=O)NCC2CCCO2)cc1 (centres undefined)	1.1	-4.0	101.7	-5.2	8.6	-2.3	-3.9	-5.5	-2.6	12.7	-0.8
